# STAT1 act: increases IFN-gamma driven STAT1 reporter signal. NIH 3T3 STAT1-luciferase reporter, luminescence; 100% = IFN-gamma alone, no compound. activation (% of control), % at 5.5 µM. 200,000 compounds, 2.6% hits;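 active = activation above the screen-wide mean activation plus 3 SD, cut at about 130% in these data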;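 also: raw ratio to IFN-gamma control signal so 100% means no change and 0% no light; values of inactives mirror those of a sister screen read the other way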
# G6PDH CS: L. mesenteroides G6PDH inhibition counter-screen; Purified L. mesenteroides G6PDH, diaphorase/resazurin coupled fluorescence, 45 min; inhibition, % at 5 µM; 200,000 compounds, 0.12% hits; AID 1020; in the data active = inhibition above about 50%
# FLuc stim CS: affects firefly luciferase, flagging false hits in luciferase stimulation screens; ATPlite luciferase biochemical, luminescence, 10 min; 0 = ATP-free wells, 1 = DMSO control; activation factor at 10 µM; 200,000 tested, under 10 active;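 active = luciferase activation factor, scaled between plate controls, of at least 2 with compound at 10 µM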
#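 Material: Luciferase/luciferin reagent mix | Doses: Test compounds dosed from 2 mM stocks in 100% DMSO | Timing: 10 min incubation after luciferase reagent addition, room temperature | Measured by: Luminescence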
# TLR4-MyD88 BLA: TLR4-MyD88 interaction inhibition in cells | AID 861 | 200,000 compounds, 0.18% hits | inhibition, % at 8.4 µM | HeLa CL3-4 TLR4/MyD88 BLA complementation, FRET ratio; in the data active = inhibition above about 25%;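 also: 0% = vehicle and 100% = reference inhibitor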
# Target sequence (O00206 whole entry, looked up): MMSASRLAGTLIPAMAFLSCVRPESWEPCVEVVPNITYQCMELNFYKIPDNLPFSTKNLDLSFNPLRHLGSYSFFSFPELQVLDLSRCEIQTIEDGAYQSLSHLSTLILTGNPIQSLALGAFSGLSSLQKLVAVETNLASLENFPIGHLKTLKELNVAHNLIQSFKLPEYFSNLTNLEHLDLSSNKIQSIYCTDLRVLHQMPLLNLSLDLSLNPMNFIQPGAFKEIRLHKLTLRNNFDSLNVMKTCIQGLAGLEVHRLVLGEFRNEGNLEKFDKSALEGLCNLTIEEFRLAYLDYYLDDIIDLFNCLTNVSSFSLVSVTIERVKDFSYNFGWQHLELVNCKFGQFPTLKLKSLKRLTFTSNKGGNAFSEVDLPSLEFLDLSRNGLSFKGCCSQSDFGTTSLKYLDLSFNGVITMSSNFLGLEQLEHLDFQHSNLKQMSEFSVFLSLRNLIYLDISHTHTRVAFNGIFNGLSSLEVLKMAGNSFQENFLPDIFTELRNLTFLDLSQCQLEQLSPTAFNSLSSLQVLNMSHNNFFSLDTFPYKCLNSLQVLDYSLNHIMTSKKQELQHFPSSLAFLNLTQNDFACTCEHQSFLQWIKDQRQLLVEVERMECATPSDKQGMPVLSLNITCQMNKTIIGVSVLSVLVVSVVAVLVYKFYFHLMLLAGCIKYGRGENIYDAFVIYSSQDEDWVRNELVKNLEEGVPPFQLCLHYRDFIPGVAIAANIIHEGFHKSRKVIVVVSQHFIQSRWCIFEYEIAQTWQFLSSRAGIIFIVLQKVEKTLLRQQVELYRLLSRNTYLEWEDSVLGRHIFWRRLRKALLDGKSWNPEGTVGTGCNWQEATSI
# Target sequence (Q99836 whole entry, looked up): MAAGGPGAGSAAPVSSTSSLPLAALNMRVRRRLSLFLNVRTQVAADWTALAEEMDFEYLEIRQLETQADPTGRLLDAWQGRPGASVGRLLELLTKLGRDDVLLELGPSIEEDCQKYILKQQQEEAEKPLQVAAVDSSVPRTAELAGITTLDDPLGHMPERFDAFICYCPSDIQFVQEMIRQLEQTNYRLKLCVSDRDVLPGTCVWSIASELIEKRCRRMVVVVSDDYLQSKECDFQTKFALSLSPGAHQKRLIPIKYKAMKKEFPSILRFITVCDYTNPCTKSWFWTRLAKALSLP
# FLuc inh counter: counter-screen for luciferase assay inhibitors: firefly luciferase inhibition; P08659; ATPLite firefly luciferase biochemical luminescence, 10 min; inhibition, % at 10 µM; 200,000 compounds, 1.5% hits;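 active = inhibition above about 50% when tested at 10 µM, limit read from the data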
# APP 5UTR inh: APP translation inhibition; SH-SY5Y APP 5'UTR-luciferase reporter, luminescence; inhibition, % at 2 µM; 190,000 compounds, 0.82% hits; AID 1285;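 active = inhibition above a set limit, derived from the sample mean plus 3 SD, cut at about 45% in these data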; also: values of inactives mirror those of a sister screen read the other way
# APP 5'UTR act: activates APP 5'UTR luciferase reporter; SH-SY5Y APP 5'UTR luciferase reporter, luminescence; zero percent = DMSO vehicle wells; activation, % at 2 µM; 190,000 compounds, 1% hits;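 active = activation above a set limit, based on mean plus 3 SD of controls, cut at about 140% in these data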; also: values of inactives mirror those of a sister screen read the other way
# Diaphorase act: counter-screen for diaphorase-based assays: diaphorase activators and chemical reducers. AID 1229. 190,000 compounds, 0.005% hits. activation factor at 20 µM. Diaphorase/resazurin coupled assay, resorufin fluorescence, 16 min; stronger effect = higher value; 1 = vehicle wells, 0 = NADH-free wells;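 active = diaphorase activity raised at least twofold by the compound at 20 µM; inactive = activation factor below 2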
#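 Material: bacterial diaphorase enzyme (C. kluyveri); amount: enzyme 0.07 U/mL final; reagent: NADH substrate 0.114 mM plus resazurin dye 0.1 mM, final; doses: single compound dose of 20 µM, 1% DMSO final; timing: 16 min enzyme reaction, ambient temperature; measured by: fluorescence of resorufin, 544 nm excitation, 590 nm emission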
# NF-kB neuron act: compounds increasing NF-kB expression in human neuronal cells; NF-kB reporter expression; stronger effect = higher value; fold change at 12.5 µM; 190,000 compounds, 1.6% hits; AID 1239; in the data active = fold change above about 3.3
# Diaphorase inh: diaphorase inhibition or chemical oxidation counter-screen; diaphorase resazurin-to-resorufin fluorescence, NADH, 16 min; bacterial (C. kluyveri) enzyme, not human; inhibition, % at 20 µM; 190,000 compounds, 0.69% hits;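 active = primary screen inhibition at 20 µM above a set limit, cut at about 50% in these data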;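 also: plate controls were DMSO with full reaction for no effect and wells lacking NADH for full effect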
#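 Assay system – diaphorase enzyme from Clostridium kluyveri · Amount – diaphorase 0.14 U/mL (working solution) · Times – reaction incubation of 16 min at room temperature · Controls – No-NADH positive control and DMSO neutral control · Signal – resorufin fluorescence 544/590 nm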
# The depositor's hits bear a star; / = not tested or not shown.
SMILES,STAT1 act,G6PDH CS,FLuc stim CS,TLR4-MyD88 BLA,FLuc inh counter,APP 5UTR inh,APP 5'UTR act,Diaphorase act,NF-kB neuron act,Diaphorase inh
COc1ccc(OC)c2c(C)cc(N3CCN(C(=O)c4ccc(Cl)cc4)CC3)nc12,96.6,-1.3,1.1,-14.0,-7.3,11.2,-11.2,0.7,0.59,25.7
CCOc1ccccc1-n1cnc2cc(C(=O)NCc3ccco3)ccc21,101.0,1.2,1,-6.3,-3.2,-6.4,6.4,0.9,1.09,10.1
C=CCNC(=O)c1ccc2c(c1)nnn2C,101.8,6.5,1.1,4.2,-5.0,-16.0,16.0,0.9,1.06,7.0
Cc1ccc(CNC(=O)/C(C#N)=C\c2ccc(N(C)C)cc2)cc1,104.7,9.9,1.1,-1.8,-7.8,8.4,-8.4,0.9,1.06,7.6
Cn1cc(SCC(N)=O)c2ccccc21,99.4,-7.8,1.1,-0.2,-7.7,3.6,-3.6,1.1,1,-9.9
CCn1ncc([N+](=O)[O-])c1C(=O)N1CCCC1,104.1,3.6,1.1,0.6,-7.7,-19.2,19.2,0.9,1.78,7.4
Cc1cc(C)cc(NC(=O)c2ccc3nc[nH]c3c2)c1,102.6,-1.5,0.7,3.2,27.2,-1.4,1.4,0.9,1.26,7.4
CC(C)(CO)NCC(=O)Nc1cc(C(F)(F)F)cc(NC(=O)CNC(C)(C)CO)c1Cl,93.2,-0.6,1.1,-6.5,-5.3,-25.2,25.2,0.9,1.11,10.8
COc1ccc(OC)c(C(C(=O)NCc2ccco2)N(C(=O)Cn2nnc3ccccc32)C(C)C)c1 (stereo unspecified),103.5,19.4,1,-6.6,0.2,-13.6,13.6,0.9,1.35,5.0
Nc1ncn(C(=O)c2ccco2)n1,94.4,3.0,1.1,9.2,-6.5,-20.2,20.2,0.8,0.99,19.7
Cc1cc(C)c(NC(=O)C2CCC(=O)N2)c(C)c1 (stereo unspecified),98.5,8.9,1.1,15.7,-5.4,8.7,-8.7,0.9,1.08,9.8
NS(=O)(=O)c1cccc(NC(=O)CCSc2ccc(Cl)cc2)c1,110.2,10.3,1.1,2.4,-6.4,3.9,-3.9,0.8,1.03,17.5
O=C(O)CCCC(=O)Nc1ccc(Cl)cc1,107.1,7.2,1,-5.8,-2.5,-9.8,9.8,0.9,1.03,12.1
O=C(NC1CCCC1)C1CCN(S(=O)(=O)c2cccc3cccnc23)CC1,100.3,10.2,1.1,-6.7,-8.7,-6.7,6.7,0.9,1.15,8.9
Cc1cc(N2C3CCC2CC(O)(c2ccc(F)cc2)C3)nc(-c2ccccc2)n1 (stereo unspecified),104.1,6.5,1,9.1,-1.0,-17.0,17.0,0.8,0.86,18.5
COc1ccc(-c2[nH]ncc2CN2CCCO2)c(F)c1,94.5,9.3,1.1,9.2,-11.3,5.0,-5.0,0.9,0.98,6.2
Cc1cc(C(C#N)c2ccccc2)n2ncnc2n1 (stereo unspecified),89.2,4.2,1.1,-9.2,-5.8,2.2,-2.2,0.9,1.24,11.5
CCOc1ccc(NC(=O)CN2CCC(NC(=O)C3CCCCC3)CC2)cc1,/,4.7,1,/,-3.1,/,/,0.9,/,8.6
Clc1ccccc1-c1nc2nc3ccccc3nc2n1-c1ccc2c(c1)OCO2,100.1,1.4,1.1,3.4,-6.7,-12.2,12.2,0.7,1.06,28.4
Cc1cc(C)nc(-n2ncc3c2CCCC3=O)n1,94.1,-3.2,1,2.9,-2.2,-13.2,13.2,0.9,0.99,7.5
C/C(=N\NS(=O)(=O)c1ccccc1)c1cc(Cl)cc(Cl)c1O,98.8,-2.9,1.1,-4.2,-5.9,-7.0,7.0,0.9,1.29,8.0
CCOc1cc(CNc2ccc3c(c2)CCC3)ccc1OC,90.6,0.8,1,-2.1,-4.2,-20.1,20.1,0.9,0.84,12.2
COc1ccc(C(=O)Oc2ccc3c(c2)OCO3)cc1OC,97.8,3.5,1,-13.8,2.9,-20.6,20.6,1,1.74,1.3
Cc1c(Cc2ccccc2)c(=O)oc2cc(OCc3ccc(C(=O)O)cc3)ccc12,98.9,3.9,1.1,-10.0,-5.6,0.7,-0.7,0.8,1.34,23.9
O=C(CCn1c(=S)[nH]c2ccccc2c1=O)NCCCN1CCOCC1,99.7,5.1,1.1,5.3,-6.8,19.1,-19.1,0.8,0.93,23.5
CCOC(=O)c1ccc2[nH]c(C)c(CN3CCN(C)CC3)c(=O)c2c1,93.3,/,/,0.5,/,-2.6,2.6,/,/,/
Cn1c(=O)c2c(-c3ccc(C(C)(C)C)cc3)n(CC3CCCO3)cc2n(C)c1=O (stereo unspecified),100.5,3.6,1.1,-9.4,-12.0,-5.0,5.0,1,1.24,4.9
O=C(N/N=C/C(Br)=C/c1ccccc1)C1CC1,108.1,9.6,0.8,11.3,24.0,20.4,-20.4,0.9,1.7,14.4
O=C(N1CCOCC1)C(F)(F)C(F)(F)C(F)(F)C(F)(F)C(=O)N1CCOCC1,100.2,3.0,1,8.8,-3.1,18.7,-18.7,1,1.19,0.0
COc1ccc(N(C(=O)c2cccc(OC)c2OC)C2C=CS(=O)(=O)C2)cc1 (stereo unspecified),104.2,7.9,1,-4.9,-2.0,-0.9,0.9,1.1,0.96,-6.6
CC(=O)c1ccc(OC(=O)N(c2ccccc2)c2ccccc2)cc1,88.8,-0.1,1,5.0,0.1,-15.3,15.3,0.9,1.34,13.2
CCCCc1ccc(-c2nc(N)n[nH]2)cc1,124.1,16.2,0.3,-1.3,68.5*,-67.0,67.0,0.9,2.34,10.6
O=[N+]([O-])C1=CC=C2C(=NC3(CCCCC3)N2O)C1=NC1CCCCC1,96.2,25.9,1,-21.4,1.1,-6.5,6.5,0.2,1.26,82.8*
COc1ccccc1CNC(=O)c1cnccn1,99.9,0.0,1,1.3,-3.8,/,/,0.9,0.8,12.8
CC(C)(C)NC(=O)C(c1ccncc1)N(C(=O)c1csnn1)c1ccccc1 (stereo unspecified),103.8,-10.2,1.1,0.0,-7.2,/,/,0.8,1.15,16.1
CCc1ccc(/C(C)=N\Nc2ccc([N+](=O)[O-])cc2)cc1,104.9,4.4,1,31.9*,-2.3,-18.3,18.3,0.8,1.53,24.3

# Complete entries from above. Screens in order: STAT1 act | G6PDH CS | FLuc stim CS | TLR4-MyD88 BLA | FLuc inh counter | APP 5UTR inh | APP 5'UTR act | Diaphorase act | NF-kB neuron act | Diaphorase inh
# Cc1cc(C(C#N)c2ccccc2)n2ncnc2n1 (stereo unspecified) is listed as 89.2 | 4.2 | 1.1 | -9.2 | -5.8 | 2.2 | -2.2 | 0.9 | 1.24 | 11.5
# O=C(CCn1c(=S)[nH]c2ccccc2c1=O)NCCCN1CCOCC1 is listed as 99.7 | 5.1 | 1.1 | 5.3 | -6.8 | 19.1 | -19.1 | 0.8 | 0.93 | 23.5
# Nc1ncn(C(=O)c2ccco2)n1 is listed as 94.4 | 3.0 | 1.1 | 9.2 | -6.5 | -20.2 | 20.2 | 0.8 | 0.99 | 19.7
# O=[N+]([O-])C1=CC=C2C(=NC3(CCCCC3)N2O)C1=NC1CCCCC1 is listed as 96.2 | 25.9 | 1 | -21.4 | 1.1 | -6.5 | 6.5 | 0.2 | 1.26 | 82.8*
# COc1ccc(OC)c2c(C)cc(N3CCN(C(=O)c4ccc(Cl)cc4)CC3)nc12 is listed as 96.6 | -1.3 | 1.1 | -14.0 | -7.3 | 11.2 | -11.2 | 0.7 | 0.59 | 25.7

# The results go on:
SMILES,STAT1 act,G6PDH CS,FLuc stim CS,TLR4-MyD88 BLA,FLuc inh counter,APP 5UTR inh,APP 5'UTR act,Diaphorase act,NF-kB neuron act,Diaphorase inh
O=C(CSc1ccc(Br)cc1)N1CCN(C(=O)c2ccco2)CC1,100.7,2.4,1.1,5.3,-7.4,-17.0,17.0,0.8,1.16,15.6
CC(C)Sc1nc2c(c(=O)n1-c1ccc(F)cc1)SCC2,111.3,-16.4,1.1,-3.9,-8.2,10.2,-10.2,0.9,1.19,9.8
O=C(O)CCCCCNc1ccc2nsnc2c1[N+](=O)[O-],85.4,-4.5,1,18.4,-1.9,-19.7,19.7,0.9,1.35,13.6
O=C(Nc1ccc2c(c1)OCO2)c1ccccc1SCC(=O)N1CCCC1,95.6,2.9,1,3.2,-0.1,2.4,-2.4,1,1.15,2.3
Cc1ccc(Cn2c(=O)c3ccccc3n3nc(C)cc23)cc1,89.2,3.4,1.1,-5.0,-6.3,-16.7,16.7,0.8,0.87,24.6
COCCSc1nnc(NC(=O)Cc2cccs2)s1,104.6,0.9,1,-2.5,-4.1,-23.8,23.8,1,1.13,3.3
O=C(COC(=O)C1CC1)Nc1ncc(C(F)(F)F)cc1Cl,105.3,1.5,1,-0.2,-4.9,-10.7,10.7,0.9,1.18,12.8
COc1ccc(C2C(=O)c3ccccc3C2=O)cc1OC,111.8,7.0,0.2,4.9,82.3*,-11.0,11.0,0.8,1.82,20.1
CC(C)Cn1c(=O)c(-[n+]2ccccc2)c([O-])c2ccccc21,93.1,6.6,1,6.3,-3.9,-24.1,24.1,0.7,0.97,25.8
CCC(CC)C(=O)OCC(=O)NC12CC3CC(CC(C3)C1)C2,97.7,0.2,1.1,5.6,-6.4,1.6,-1.6,0.9,0.88,11.3
O=C1c2oc3ccc(Cl)cc3c(=O)c2C(c2cccc(Br)c2)N1CCO (stereo unspecified),98.0,-3.6,1.1,-11.7,-5.0,3.1,-3.1,0.8,1.1,15.6
Cc1c(Cl)c([N+](=O)[O-])nn1CCCC(=O)N(Cc1ccccc1)Cc1ccccc1,96.2,16.2,1,1.3,4.8,-8.8,8.8,0.8,0.85,15.5
CC1(C)C2CCC1(CS(=O)(=O)Nc1ccccc1)C(=O)C2 (stereo unspecified),95.9,13.7,1.1,-7.7,-6.3,2.0,-2.0,0.9,1.08,12.8
COc1cccc(CNC(=O)C2CCN(S(=O)(=O)c3cccc4cccnc34)CC2)c1,102.0,18.1,1,-8.1,-3.9,4.8,-4.8,0.8,0.99,16.8
O=C(NC(=S)N1CCN(c2ccc([N+](=O)[O-])cc2Cl)CC1)c1ccco1,100.1,-1.2,1.1,-6.1,-5.7,-3.5,3.5,0.8,1.09,23.0
COc1ccc(Cc2n[nH]c(=S)n2C)cc1Br,106.3,3.2,1,7.3,2.8,8.0,-8.0,1,1.05,3.7
COc1ccc(/C=C2/C(=O)OCc3cc(OC)c(OC)cc32)c(OC)c1,88.9,-2.8,1.1,-9.0,-5.4,-16.6,16.6,0.8,1.02,19.2
CC(C)n1nc(C(=O)OCC(=O)c2c[nH]c3ccccc23)c2ccccc2c1=O,88.2,2.4,1,-12.9,-4.5,7.1,-7.1,0.7,0.41,31.2
CSc1cccc(CN2CCN(Cc3ccccc3)C(CCO)C2)c1 (stereo unspecified),93.0,7.7,1,8.7,-0.5,-9.8,9.8,1.1,0.99,-9.5
CSCCC(C(=O)O)N1C(=O)c2ccc(C(=O)O)cc2C1=O (stereo unspecified),97.6,2.7,1.1,10.0,-8.5,21.6,-21.6,0.9,1.15,10.4
COc1ccc(C2/C(=C(\O)c3cc(C)ccc3C)C(=O)C(=O)N2CCN(C)C)cc1OC (stereo unspecified),106.8,19.1,1.2,-10.8,-18.7,-0.6,0.6,0.9,1.05,5.3
Cc1ccc(Nc2nnc(C3C(=O)N(C)C4(C)CC3c3cc(Br)ccc3O4)s2)cc1 (stereo unspecified),89.0,-4.2,1.1,-0.5,-5.7,17.9,-17.9,0.9,1.1,12.8

# Assay outcomes as filed in PubChem BioAssay.
